NPC1 promoter act: qHTS Assay for NPC1 Promoter Activators. Huh7 NPC1 promoter luciferase reporter, 24 h. Potency, µM (titrated, usually from 9.22 µM), for inactives: at the top dose activation, most hits filed as activators. hit rate 2.4% among 320,000. AID 485313, 2010;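 further: potency means the concentration at half of the fitted maximal effect; % of control where 0% means no effect; nearly all actives have a fitted effect of over 60% in size; reporter is driven by a mutant NPC1 promoter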
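Compounds in DMSO were transferred onto Huh7 NPC1-luciferase reporter cells pre-incubated 2 h; after 24 h at 37 °C, Amplite reagent was dispensed and luminescence recorded 10 min later.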
RORgamma inh: qHTS for inhibitors of ROR gamma transcriptional activity; Drosophila S2 Gal4-RORgamma UAS-luciferase reporter, 20 h; Potency, µM (highest dose often 53.6 µM), inactives show at the top dose activity change, negative = inhibition, actives largely listed as inhibitors; hit rate 5.4% among 310,000; further: potency means the concentration at half of the fitted maximal effect; on the % scale 0 is the no-effect control and ±100 the full control effect; nearly all actives have a fitted effect of over 60% in size
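Schneider cells (Drosophila), stable Gal4 DBD–ROR gamma + UAS-luc; 1 hr cmpd preincubation; Cu2+ induction 700 uM final; 20 hr ambient; luminescence.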
FLuc counter: qHTS profiling assay for firefly luciferase inhibitor/activator using purifed enzyme and Km concentrations of substrates (counterscreen for miR-21 project); Potency, µM (highest dose often 57.5 µM), inactives show at the highest dose activity change, negative = inhibition, usual class: inhibitors; purified FLuc, Km substrates, luminescence inhibition; Luciferin 4-monooxygenase (Photinus pyralis), P08659; hit rate 6.9% among 360,000;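 further: potency means the concentration at half of the fitted maximal effect; plate controls were vehicle for no effect and reference inhibitor for full effect; nearly all actives have a fitted effect of over 55% in size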
Target sequence (P08659 whole entry, looked up): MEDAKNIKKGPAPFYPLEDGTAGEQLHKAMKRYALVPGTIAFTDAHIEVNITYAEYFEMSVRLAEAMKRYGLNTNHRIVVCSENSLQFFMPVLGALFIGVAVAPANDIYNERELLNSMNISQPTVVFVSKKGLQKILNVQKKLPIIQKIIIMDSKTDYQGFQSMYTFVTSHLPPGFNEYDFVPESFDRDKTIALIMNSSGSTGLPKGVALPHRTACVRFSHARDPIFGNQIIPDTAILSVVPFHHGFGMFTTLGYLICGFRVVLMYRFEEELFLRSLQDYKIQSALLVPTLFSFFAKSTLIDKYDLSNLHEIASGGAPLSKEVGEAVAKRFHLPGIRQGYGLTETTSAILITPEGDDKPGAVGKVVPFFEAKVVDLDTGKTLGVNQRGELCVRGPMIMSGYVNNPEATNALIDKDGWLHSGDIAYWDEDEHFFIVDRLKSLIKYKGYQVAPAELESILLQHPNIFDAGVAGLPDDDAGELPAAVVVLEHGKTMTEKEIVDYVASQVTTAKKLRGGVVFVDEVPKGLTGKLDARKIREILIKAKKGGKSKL
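Biochemical qHTS of compounds, final roughly 60 µM downward over six points, against 10 nM purified firefly luciferase using Km concentrations of substrates (10 uM D-luciferin, 10 uM ATP) in Tris acetate pH 7.5 buffer; luminescence output.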
BRCA1 expr act: qHTS Assay to Identify Small Molecule Activators of BRCA1 Expression | MCF7-BRCA1-FFLuc reporter, luminescence, 48 h; response scale: scaled: vehicle 0%, 10 µM genistein 100% | Potency, µM (highest dose often 46.1 µM), for inactives: at the top dose activation, usual class: activators | hit rate 1.1% among 380,000; further: potency means the concentration at half of the fitted maximal effect; nearly all actives have a fitted effect of over 80% in size; some results filed as inactive show a strong effect at the top dose
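First, MCF7-BRCA1-FFLuc cells (2000/well) attach for 2 h; next, compounds are pin-added and incubated 48 h at 37 °C; finally, luciferase reagent is added and luminescence read after 15 min.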
Rab9 promoter act: qHTS Assay for Rab9 Promoter Activators; hit rate 2.8% among 320,000; Potency, µM (highest dose often 9.22 µM), for the others: top-dose activation, negative = inhibition, usual class: activators; AID 485297, 2010; Huh7 Rab9 promoter-luciferase reporter, luminescence, 24 h; further: potency means the concentration at half of the fitted maximal effect; % of control where 0% means no effect; nearly all actives have a fitted effect of over 60% in size
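Huh7 cells stably carrying Rab9 promoter–luciferase reporter, plated 1500 cells/well, compound added after 2 h and incubated 24 h at 37 °C; luciferase luminescence then read after 10 min with detection reagent.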
Tb PFK block: qHTS Assay to Find Inhibitors of T. brucei phosphofructokinase; AID 485367, 2010; T. brucei PFK, ADP-Glo luminescence; hit rate 0.17% among 330,000; Potency, µM (doses to about 57.5 µM), for inactives: at the highest dose activity, negative = inhibition, most hits filed as inhibitors;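 further: potency means the concentration at half of the fitted maximal effect; 0% = uninhibited 1x PFK enzyme wells and -100% = no-enzyme wells; nearly all actives have a fitted effect of over 60% in size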
Target sequence (O15648 whole entry, looked up): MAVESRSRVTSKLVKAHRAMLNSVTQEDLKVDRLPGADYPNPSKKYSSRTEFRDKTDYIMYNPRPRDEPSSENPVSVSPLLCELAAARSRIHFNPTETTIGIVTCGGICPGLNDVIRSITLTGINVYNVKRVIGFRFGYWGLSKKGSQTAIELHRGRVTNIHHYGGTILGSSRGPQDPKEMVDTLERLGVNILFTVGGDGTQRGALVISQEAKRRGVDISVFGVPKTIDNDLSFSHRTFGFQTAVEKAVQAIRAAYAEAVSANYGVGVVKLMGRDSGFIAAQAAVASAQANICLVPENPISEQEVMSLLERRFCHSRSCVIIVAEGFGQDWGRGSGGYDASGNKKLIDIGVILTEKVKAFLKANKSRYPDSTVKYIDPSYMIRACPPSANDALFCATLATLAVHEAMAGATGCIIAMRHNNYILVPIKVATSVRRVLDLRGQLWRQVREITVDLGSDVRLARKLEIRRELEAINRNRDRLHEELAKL
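ADP-Glo luminescence quantified ADP after 45 min at room temperature, with 1.25 nM T. brucei PFK, 0.1 mM ATP and 0.5 mM fructose-6-phosphate in pH 8.0 TEA buffer. qHTS titrations up to 57 µM; curves classified by quality.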
p53 reactivation: qHTS assay for re-activators of p53 using a Luc reporter; H1299 p53-A138V BP100-luciferase reporter, luminescence, 24 h; hit rate 0.063% among 320,000; AID 504706, 2011; Potency, µM (series often up to 92.2 µM), for inactives: at the highest dose activity change, positive = activation, actives largely listed as activators; further: potency means the concentration at half of the fitted maximal effect; % of control where 0% means no effect; nearly all actives have a fitted effect of over 45% in size
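p53-null H1299 cells stably carrying temperature-sensitive p53-A138V and a BP100-luciferase reporter were pinned with compounds (4-point, 1:5 series) and held 24 hrs at 37 deg C. Luminescence was read 10 min after detection reagent.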
ELG1 genotox: qHTS screen for small molecules that induce genotoxicity in human embryonic kidney (HEK293T) cells expressing luciferase-tagged ELG1; Potency, µM (series often up to 46 µM), inactives show top-dose activity change, positive = activation, most hits filed as activators; HEK293T ELG1-luciferase reporter, luminescence, 16 h; hit rate 1.3% among 330,000; AID 504466, 2011; further: potency means the concentration at half of the fitted maximal effect; % of control where 0% means no effect; nearly all actives have a fitted effect of over 60% in size
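HEK293T cells expressing luciferase-tagged ELG1 were treated with compound or DMSO for 16 hr at 37°C. Luciferase activity was then read after 30 min with ONE-Glo at room temperature; rising signal flags genetic stress.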
VP16 counter: VP16 counterscreen qHTS for inhibitors of ROR gamma transcriptional activity | Drosophila S2 Gal4-VP16 UAS-luciferase, luminescence, 20 h | Potency, µM (series often up to 53.6 µM), inactives show top-dose activity, negative = inhibition, most hits filed as inhibitors | hit rate 3.5% among 310,000;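 further: Gal4-VP16 expression switched on by copper sulfate through the metallothionein promoter; potency means the concentration at half of the fitted maximal effect; on the % scale 0 is the no-effect control and ±100 the full control effect; nearly all actives have a fitted effect of over 50% in size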
ELG1 repair inh: qHTS screen for small molecules that inhibit ELG1-dependent DNA repair in human embryonic kidney (HEK293T) cells expressing luciferase-tagged ELG1; Potency, µM (doses to about 46.1 µM), without a hit: at the top dose activity change, negative = inhibition, most hits filed as inhibitors; hit rate 2.3% among 330,000; AID 504467, 2011; HEK293T ELG1-luciferase reporter, luminescence, 16 h; DNA damage induced by 5-fluorouridine; further: potency means the concentration at half of the fitted maximal effect; on the % scale 0 is the no-effect control and ±100 the full control effect; nearly all actives have a fitted effect of over 55% in size
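In this reporter screen, reduction of luminescence relative to DMSO vehicle indicated activity. Compounds and 5-fluorouridine were added together to 2,000 cells per well, incubated for 16 hr at 37 °C, then developed with ONE-Glo.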
TRPV1 agonist: HTS Assay for Compounds that Act as Agonists of the Vanilloid Receptor 1. TRPV1-expressing cells, Fluo-8 calcium influx, agonist mode. activation, % at 8.33 µM. hit rate 0.19% among 320,000. AID 540275, 2011; in the data active means activation above about 80%; inconclusive means between about 30% and that limit; further: 0% is about no effect
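Fluo-8 calcium influx in TRPV1-expressing cells, kinetic read (ex 480/em 520 nm). Compound added and read 3 min for agonist activity, followed by capsaicin at EC20 final and 2 min further read for enhancement.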
Active calls of the source: *; ? = inconclusive; . = not tested or not shown; & = joins results of further samples. Unless noted, the call rests on the fitted dose curve; in most records, active means well fitted curve in the direction sought with a large enough effect; inconclusive means small, poorly fitted or top-dose-only effect, or another doubt; inactive means no such curve, though single readings can be large; an effect the other way counts as inactive or inconclusive.

SMILES	NPC1 promoter act	RORgamma inh	FLuc counter	BRCA1 expr act	Rab9 promoter act	Tb PFK block	p53 reactivation	ELG1 genotox	VP16 counter	ELG1 repair inh	TRPV1 agonist
Cc1cc(C)cc(C(=O)OCC(=O)NCc2ccco2)c1	.	.	.	-23%	.	?	8%	-1%	.	-8%	.
CCN(CC(=O)Nc1ccccc1C(F)(F)F)C(=O)c1ccc(=O)n(Cc2ccccc2)n1	0%	1%	0%	-4%	4%	-1%	-4%	-4%	-4%	-13%	5
NNC(=O)c1nnn(-c2nonc2N)c1CN1CCc2ccccc2C1	0%	-27%	1%	-30%	0%	-1%	-5%	0%	6%	-19%	5
CCN(CC)S(=O)(=O)c1ccc(N2CCOCC2)c(NC(=O)Cc2ccccc2)c1	0%	15%	4%	0%	-2%	-1%	1%	-2%	2%	?	11
CC(=O)Nc1ccc(Nc2cc(-c3ccccc3)nc3ncnn23)cc1	-2%	-15%	-4%	-6%	-9%	-9%	-7%	2%	2%	2%	4
Cc1ccnc(SCc2cc(=O)c(OC(=O)c3ccc(Cl)c([N+](=O)[O-])c3)co2)n1	1%	10µM*	-10%	-9%	-7%	0%	-5%	3%	11µM*	21µM*	1
COc1ccccc1C(CCNS(=O)(=O)c1ccc(C)cc1)c1ccco1 (centres undefined)	3%	?	1%	-40%	-3%	3%	-2%	-6%	-11%	?	1
COc1ccc(/C=C/C(=O)c2ccc(Cl)cc2)c(OC)c1	16%	1%	2.1µM*	5%	2%	0%	?	?	-2%	?	0
COc1ccc(N2CCN(C(=O)[C@@H](NC(=O)c3ccccc3Cl)C(C)C)CC2)cc1	-1%	16%	-3%	-2%	0%	2%	3%	-4%	0%	-2%	0
CC(C)(C)NC(=O)COC(=O)c1ccc2c(c1)C(=O)N(Cc1ccco1)C2=O	2%	-6%	1%	1%	4%	0%	6%	-1%	-2%	12%	0

Random excerpt: 3 records from the list
SMILES	NPC1 promoter act	RORgamma inh	FLuc counter	BRCA1 expr act	Rab9 promoter act	Tb PFK block	p53 reactivation	ELG1 genotox	VP16 counter	ELG1 repair inh	TRPV1 agonist
COc1ccc(/C=C/C(=O)c2ccc(Cl)cc2)c(OC)c1	16%	1%	2.1µM*	5%	2%	0%	?	?	-2%	?	0
CCN(CC)S(=O)(=O)c1ccc(N2CCOCC2)c(NC(=O)Cc2ccccc2)c1	0%	15%	4%	0%	-2%	-1%	1%	-2%	2%	?	11
CC(C)(C)NC(=O)COC(=O)c1ccc2c(c1)C(=O)N(Cc1ccco1)C2=O	2%	-6%	1%	1%	4%	0%	6%	-1%	-2%	12%	0

Going on with the list.
SMILES	NPC1 promoter act	RORgamma inh	FLuc counter	BRCA1 expr act	Rab9 promoter act	Tb PFK block	p53 reactivation	ELG1 genotox	VP16 counter	ELG1 repair inh	TRPV1 agonist
O=Cc1ccc(OC(=O)/C=C/c2ccccc2)cc1	-1%	3%	19µM*	1%	5%	0%	8%	1%	-1%	1%	-1
O=C(C1CCCN(c2ncnc3c2nc2n3CCCCC2)C1)N1CCCCC1 (centres undefined)	-4%	-11%	-2%	0%	0%	-2%	-8%	-4%	-9%	-2%	3
CC(=O)NC(CC(=O)OCC(=O)c1c(N)n(C)c(=O)n(C)c1=O)c1ccccc1 (centres undefined)	-2%	-12%	2%	5%	4%	-2%	-2%	-3%	-14%	1%	0
COc1ncnc2c1NC1=C(S2)C(=NCCC(=O)O)CC(C)(C)C1	-3%	?	4%	-6%	9%	-3%	2%	0%	18µM*	10%	8
O=C(O)C(O)C(O)c1nc2ccccc2[nH]1 (centres undefined)	0%	24%	0%	-38%	8%	-1%	0%	3%	-12%	-2%	0
CC(C)CNc1ncnc2c1cnn2Cc1ccc(Cl)cc1	-3%	?	-2%	-15%	-1%	-5%	-6%	-2%	-11%	?	?
O=C(NCCn1cc(SCc2ccc(F)cc2)c2ccccc21)c1c(F)cccc1F	-2%	68%	-1%&-8%	-29%&-53%	0%	-2%	1%	-4%	?	?	-1
CCc1ccccc1Nc1nc(N)nc(COC(=O)CCS(=O)(=O)c2ccccc2)n1	-4%	.	0%	-9%	-1%	-3%	-3%	16%	.	2%	-4
Cc1ccccc1NCCNc1ccccc1C	-1%	14%	-12%	20%	3%	4%	3%	3%	11%	?	-3
C=C(C)CNC(=S)N/N=C/C1=CCC2CC1C2(C)C (centres undefined)	1%	0.79µM*	0%	-21%	-7%	-3%	31%	-10%	1.6µM*	-8%	23
COc1ccccc1CNC(=O)CSCc1cnn(-c2ccccc2)c1-n1cccc1	1%	23%	0%	-14%	1%	-2%	-2%	-16%	-11%	?	?
O=C(CC1C(=O)NCCN1Cc1c(F)cccc1Cl)NCCCn1ccnc1 (centres undefined)	0%	5%	-2%	-5%	6%	0%	1%	0%	-4%	1%	-1
Cc1cc(N2CCN(S(=O)(=O)c3ccccc3)CC2)nc2c(C)cccc12	-1%	6%	3%	-52%	1%	3%	5%	-11%	-15%	4%	0
COc1ccc(-n2nc(C(=O)NCC(=O)N3CCN(c4ccc(F)cc4)CC3)c3ccccc3c2=O)c(OC)c1	17%	2%	1.7µM*	?	22%	-5%	20%	13%	-7%	?	6
O=C(/C=C/c1ccc(Br)cc1)NCCCn1ccnc1	6%	20%	-13%	28%	7%	0%	-9%	4%	3%	8%	?
N#Cc1ccc(NCC(=O)Nc2ccc(S(=O)(=O)N3CCCCC3)cc2)cc1	0%	.	3%	-9%	-3%	-17%	-10%	-2%	.	-27%	8
COc1ccc(OC)c(NC(=O)CN(C)S(=O)(=O)c2ccc3nc(C)sc3c2)c1	-1%	?	5%	-18%	-3%	4%	-24%	-5%	2%	?	27
CCn1c(SCC(=O)Nc2ccc(C)cc2)nnc1-c1ccc(O)cc1	-3%	?	-16%	-3%	-2%	16%	-10%	0%	22%	?	-2
Nc1ccc(N2CCOCC2)c(S(=O)(=O)Nc2cc(Cl)ccc2Cl)c1	0%	22%	-3%	-25%	7%	0%	17%	-2%	5%	8%	3
Cc1ccc(C(=O)Nc2ncccc2S(=O)(=O)c2ccccc2)cc1	2.8µM*	22%	11µM*	?	2.8µM*	0%	?	?	23%	?	6
N=c1oc2ccccc2cc1C(=O)N/N=C/c1ccccc1	3%	?	1.3µM*	-9%	-7%	-3%	9%	11%	-9%	?	3
COc1ccc(CNC(=O)C[C@H]2C[C@H](C(=O)N(C(C)C)C(C)C)[C@@]3(C)c4[nH]c5cc(-c6ccco6)ccc5c4CCN3C2=O)cc1OC	.	.	.	-62%	.	-2%	-3%	-8%	.	?	.
CCc1cccc(C)c1NS(=O)(=O)c1cccs1	0%	6%	-1%	-16%	3%	-5%	-2%	-3%	5%	-6%	-1
Cc1cc(C)cc(OCCNC(=O)C(C)N2C(=O)c3ccccc3C2=O)c1 (centres undefined)	0%	-20%	3%	-6%	-2%	-5%	0%	-17%	-3%	-18%	8
Cc1ccc(C(=O)N/C(=C\c2cccs2)C(=O)NCCCn2ccnc2)cc1C	-4%	34%	-13%	-2%	-7%	3%	8%	1%	-4%	-7%	-3
CC(=O)N1CCCc2cc(S(=O)(=O)N(CC(C)C)CC(C)C)ccc21	-2%	-24%	3%	-28%	4%	2%	-3%	-6%	1%	-20%	4
CCc1noc(C)c1C(=O)Nc1cccc2ncccc12	6%	-6%	1%	3%	7%	0%	3%	-6%	?	2%	-9
C[C@@H]1CN(Cc2nc(-c3cccs3)no2)C[C@H](C)O1	2%	10%	-3%	8%	1%	-10%	1%	3%	-6%	?	0
Cc1cccc(OCCCC(=O)Nc2ccccc2C(F)(F)F)c1	1%	-3%	-1%	-20%	2%	4%	6%	0%	-8%	?	5
CCN(Cc1ccncc1)Cc1nc(-c2ccc(C(=O)OC)cc2)no1	-11%	-23%	1%	-2%	-5%	-1%	3%	0%	-6%	6%	-2
CC(C)(C)OC(=O)NCC12C=CC(O1)C1C(=O)N(Cc3ccccc3)C(=O)C12 (centres undefined)	-6%	?	1%	-31%	0%	7%	6%	-12%	?	23µM*	-1
CCN=c1scc(C)n1/N=C/c1cc(Br)c(O)c(Br)c1	-1%	-22%	19µM*	-5%	-1%	-1%	-4%	-6%	4%	?	-2
CCc1ccc(NC(=O)CSc2nnnn2-c2cccnc2)cc1	-1%	.	-6%	-9%	-4%	-8%	.	1%	.	-4%	0

From PubChem BioAssay
